Bioassay records deposited in PubChem by several laboratories.
E-sel TNF inh = blocks E-selectin expression induced by TNF alpha. HUVEC TNFa-induced E-selectin immunofluorescence, high content. inhibition, % at 2 µM. 120,000 compounds, 0.71% hits. AID 1246;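 active = inhibition above the batch mean plus 3 SD, and confirmed as a hit on visual image review, cut at about 43% in these data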;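 also: 0% = TNF-stimulated DMSO wells and 100% = unstimulated control wells; not every result past the cut was called active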
NPY Y2 blocker = NPY-Y2 (human) receptor antagonism; P49146; inhibition, % at 2.7 µM; NPY-Y2 expressing cells, antagonist mode; AID 793; 140,000 compounds, 0.99% hits; in the data active = inhibition above about 17%;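 also: 0% = vehicle with agonist challenge and 100% = reference antagonist with challenge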
Target sequence (P49146 whole entry, looked up): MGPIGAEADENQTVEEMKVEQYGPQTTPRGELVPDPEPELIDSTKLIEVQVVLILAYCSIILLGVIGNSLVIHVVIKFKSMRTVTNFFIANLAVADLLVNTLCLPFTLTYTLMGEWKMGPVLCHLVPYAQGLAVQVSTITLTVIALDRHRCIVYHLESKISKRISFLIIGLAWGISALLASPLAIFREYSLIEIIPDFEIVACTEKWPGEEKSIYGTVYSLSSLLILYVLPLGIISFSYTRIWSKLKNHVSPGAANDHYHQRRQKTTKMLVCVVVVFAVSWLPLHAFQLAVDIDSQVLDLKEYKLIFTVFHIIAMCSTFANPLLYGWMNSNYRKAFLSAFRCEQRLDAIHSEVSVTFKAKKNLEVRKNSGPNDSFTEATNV
MRP1 act = activators of MRP-1. AID 799. 140,000 compounds, 0.61% hits. viability increase, % at 10 µM. H69AR cells + doxorubicin, viability rescue, CellTiter-Glo;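 active = viability gain under doxorubicin at or above a set limit, the compound median plus 3 SD, cut at about 4.7% in these data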;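 also: MRP-1 overexpressing cells given doxorubicin 25 µM after compound pretreatment; 18-22 h compound pretreatment then 72 h with doxorubicin before readout; 0% = doxorubicin-only wells and 100% = vehicle-treated cells without doxorubicin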
Phagocyt inh = blocks phagocytosis by macrophages; inhibition, % at 5 µM; 110,000 compounds, 0.07% hits; J774A.1 macrophage IgG-bead phagocytosis, imaging;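 active = inhibition above the mean of the plate negative controls plus 5 SD, cut at about 13% in these data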;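 also: phagocytic index as fraction of beads internalized from green versus red external bead signal; plate controls were DMSO negative control for no effect and cytochalasin-D positive control for full effect; some results beyond the cut were filed as inactive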
Measles CPE = protection of cells from measles virus | 140,000 compounds, 1.5% hits | AID 841 | Measles virus-infected cells, CPE protection, absorbance | protection (pct of control), % at 4 µM; in the data active = protection mostly above about 24%, no sharp cut-off; inactive = mostly below about 26%; also: some compounds called inactive have numbers as strong as hits
HCT116 PTEN-null = PTEN-deleted cell growth suppression. HCT116 PTEN-null viability, CellTiter-Glo, 60 h; stronger effect = lower value. 140,000 compounds, 1.2% hits. viability, % at 10 µM;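 active = viability at or below a set limit, 4 SD under the median of all tested compounds, cut at about 3.7% in these data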;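 also: PTEN knockout HCT116 line with beta catenin targeted HCT116 as companion control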
bCat KO growth = beta-catenin-lacking colon tumor cell growth suppression; HCT116 beta-catenin knockout viability, CellTiter-Glo, 60 h; stronger effect = lower value; viability, % at 10 µM; 140,000 compounds, 1.5% hits;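 active = viability at or under a set limit, the compound median less 4 SD, cut at about 6% in these data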;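 also: 0% = Hyamine 1622 control at 20 µM and 100% = untreated cell control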
Yeast growth inh = reduces growth of yeast BB579 in restrictive medium. S. cerevisiae BB579 growth, OD615, 48 h. inhibition, % at 10 µM. 140,000 compounds, 0.51% hits. AID 804;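 active = inhibition above a set limit, 3 SD over the mean compound inhibition, cut at about 44% in these data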; also: inactives centre near -24
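test system = yeast BB579 (DeaD) | buffer or medium = restrictive CSMM-D medium | doses = single compound dose of 10 µM, 0.25% DMSO final | times = 4 h preincubation and 48 h exposure at 30 °C | technique = culture absorbance at 615 nm | benchmarks = amphotericin B 10 µg/mL, positive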
GALR2 antag = antagonists of human galanin receptor 2 (GALR2); GALR2-expressing cells, antagonist mode; 140,000 compounds, 0.39% hits; inhibition, % at 4 µM; O43603; in the data active = inhibition above about 27%;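 also: cells stimulated with galanin 1-16 at roughly its EC80; 0% = agonist challenge control and 100% = basal control without agonist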
Target sequence (O43603 whole entry, looked up): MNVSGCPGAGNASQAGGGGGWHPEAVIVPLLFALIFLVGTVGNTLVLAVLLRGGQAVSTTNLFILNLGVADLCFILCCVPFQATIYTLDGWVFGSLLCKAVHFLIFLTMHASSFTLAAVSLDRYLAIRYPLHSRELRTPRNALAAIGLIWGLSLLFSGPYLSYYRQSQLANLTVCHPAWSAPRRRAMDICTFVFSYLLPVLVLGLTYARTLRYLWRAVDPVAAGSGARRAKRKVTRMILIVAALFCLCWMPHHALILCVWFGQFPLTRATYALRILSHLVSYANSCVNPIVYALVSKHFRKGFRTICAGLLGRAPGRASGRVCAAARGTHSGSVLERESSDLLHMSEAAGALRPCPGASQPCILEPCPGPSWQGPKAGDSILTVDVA
Yeast lifespan up = yeast lifespan extension | S. cerevisiae growth with nicotinamide, OD615; deaD strain in restrictive glucose medium | inhibition of the nicotinamide effect, % at 10 µM | 130,000 compounds, 0.68% hits;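 active = inhibition above a set limit, placed 3 SD over the median of all compounds, cut at about 26% in these data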;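 also: 0% = nicotinamide-treated wells and 100% = cells grown without nicotinamide; some compounds called inactive have numbers as strong as hits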
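Test system: DeaD-strain S. cerevisiae / Buffer or medium: restrictive glucose medium / Also added: nicotinamide 1.5 mM / Doses: one concentration, 10 µM, DMSO 0.25% / Schedule: 48 h at 30 °C / Signal: OD615 measurement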
* = called active by the depositor; / = no result given; & = joins results of further samples.

no.	Structure	E-sel TNF inh	NPY Y2 blocker	MRP1 act	Phagocyt inh	Measles CPE	HCT116 PTEN-null	bCat KO growth	Yeast growth inh	GALR2 antag	Yeast lifespan up
1	COc1ccnc(Oc2ccccc2)c1C#N	13	1	-0.9	-2	4	100	100	15	7	-7
2	O=C(Nc1c(Cl)ccc2nsnc12)c1cccnc1	/	0	-2.5	-5	8	92	95	-11	3	0
3	C[C@H]1O[C@H]1P(=O)(O)O	/	1&0	-0.3&-0.8	/	36&6	97&100	90&96	-25&-11	-7&-7	4&8
4	O=C(COC(=O)Cc1c(Cl)cccc1Cl)NCCC1=CCCCC1	-17	7	-1.7	-9	5	80	76	-47	-8	9
5	COc1ccc(-c2cc(C(=O)OCC(=O)Nc3ccc4c(c3)OCO4)c3ccccc3n2)cc1	7	-1	0.1	4	26	86	69	-13	4	3
6	CC(NC(=O)COC(=O)[C@@H]1CCCN1S(=O)(=O)c1ccccc1F)C12CC3CC(CC(C3)C1)C2 (stereo not given in full)	/	10	1.0	-9	12	96	86	-12	2	1
7	Cc1ccc(-n2cnc(=O)c3cccnc32)cc1	7	1	0.9	/	25	92	92	-28	-2	-7
8	N#Cc1cccc(NC(=O)CSc2ccc3c4c(cccc24)C(=O)c2ccccc2-3)c1	-1	3	-4.5	0	5	22	72	-36	11	-22
9	CCN(CC)c1nc2cc(OC)ccc2cc1C#N	-6	23*	-4.6	-2	8	88	79	-10	4	-26
10	Cc1cccc(C)c1NC(=O)C1(NC(=O)C2CCC(=O)N2)CCCCC1 (stereo not given)	/	2	-1.5	-4	2	98	93	2	0	2
11	CCOC(=O)c1c(NC(=S)Nc2ccccc2C)sc2c1CCC2	/	-1	-3.0	-8	13	88	90	-39	-15	3
12	CN(c1ccccc1)S(=O)(=O)c1cccc(NC(=O)CSc2nncn2C)c1	/	3	-0.6	-8	5	102	98	-32	12	-3
13	Nc1ccc(-c2sc(N)nc2-c2ccccc2)cc1	-22	0	-4.3	/	3	94	104	-26	-4	-5
14	COc1ccccc1NS(=O)(=O)c1cc(NC(=O)c2ccc(Cl)nc2)ccc1Cl	-4	4	-2.8	3	18	13	12	-20	15	0
15	COc1ccc(CCNC(=O)CN2CCN(Cc3ccc(F)cc3)C2=O)cc1OC	-20	4	-0.5	0	8	105	99	-25	-1	-8
16	CCn1c(=O)c2c3c(sc2n2cnnc12)CCC3	-61	1	-0.3	-1	10	113	98	-30	2	-6
17	Cc1ccc(CCNC(=O)c2ccc(CS(=O)(=O)Cc3ccccc3F)o2)cc1	2	1	-0.7	0	3	77	83	-46	-14	-9
18	CCCN(Cc1cc2cc(C)ccc2[nH]c1=O)S(C)(=O)=O	-14	1	-1.2	1	10	110	103	-55	-12	-12
19	CCOc1ccc(C(=O)N(CN2CCCC2=O)c2ccccc2)cc1	/	0	-1.4	/	2	91	95	-18	10	-7
20	Clc1ccccc1OCc1nnc(-c2ccccc2Br)o1	19	4	1.7	0	17	106	122	-52	2	-12
21	O=C(Nc1ccc(S(=O)(=O)N2CCCC2)cc1)c1ccc(CN2CCc3ccccc3C2)cc1	17	0	-5.2	2	9	11	9	-34	7	1
22	Oc1c(-c2cc(-c3ccco3)[nH]n2)ccc2ccccc12	-3	-1	-3.5	-2	3	28	24	-31	1	-10
23	O=C(NC1CCCCC1)N1CCc2ccccc21	-6	3	-2.5	1	3	88	92	-18	-5	-10
24	O=C(O)CN1C(=O)C2C3CC(C2C1=O)C1C(c2ccccc2)c2sc(=O)[nH]c2SC31 (stereo not given)	/	2	-0.9	-10	5	102	95	-31	7	-3
25	O=C(CCCOc1ccc(Cl)cc1Cl)N1CCc2ccccc2C1	-5	14	-1.9	/	35	95	99	-22	1	/
26	Cc1ccnc2nc(C(=O)Nc3cc(Cl)ccc3N3CCOCC3)nn12	-25	1	0.8	-4	22	81	75	-57	-6	-14
27	Cc1c(Cl)cccc1Nc1nc(N)nc(CSCCO)n1	-34	2	-1.2	/	7	97	96	-42	-3	0
28	Cn1nc([N+](=O)[O-])nc1N1CCN(c2ccc(F)cc2)CC1	6	5	-0.2	-2	4	111	96	-18	-15	-7
29	CCn1c(COc2ccccc2Cl)nnc1SCC(=O)Nc1ncccc1C	/	3	-2.2	/	3	74	84	-40	-8	4
30	COC(=O)CSc1nnc2n(C3CCCCC3)c(=O)c3c4c(sc3n12)CCCC4	/	2	0.7	/	6	107	104	-13	-15	-7
31	C=CCNC(=S)NNc1nc2c(c(=O)[nH]1)C1(CCCC1)Cc1ccccc1-2	/	8	-2.4	-11	8	92	79	-22	-2	-3
32	CCCC(=O)Nc1nnc(SCC(=O)Nc2ccc3c(c2)OCO3)s1	/	5	-2.5	-4	9	100	91	-16	-12	2
33	Cc1cccc(-c2nnc(-c3ccccc3)o2)c1	-6	11	-2.5	-1	20	91	92	-49	6	-13
34	O=C(NC1CCCC1)C(c1ccncc1)N(Cc1ccccc1)C(=O)c1ccc(-c2ccccc2)[nH]1 (stereo not given)	/	9	-4.0	-5	45	32	32	-33	9	-4
35	CCCOC(=O)C1=C(C)OC23OC(N)=C(C#N)C12C(=O)c1ccccc13 (stereo not given)	-26	7	0.5	/	7	107	101	-22	-7	/
36	COCc1cc(C)nc2sc(C(=O)N3CCCCC3)c(N)c12	1	0	-1.2	-1	5	95	95	-2	-10	-1
37	Cc1ccc(CN2CCN(Cc3ccccc3C(F)(F)F)CC2)cc1	10	3	-1.9	0	5	84	85	-24	-2	5
38	Cc1cccc(C)c1OCc1nc2ccccc2c(=O)n1/N=C/c1ccc(OCC(=O)O)cc1	-4	3	-1.4	-2	12	94	90	-25	14	-2
39	Cc1ccccc1CN1CCN(C/C=C/c2ccccc2)CC1	13	3	-0.8	0	5	95	95	-2	-10	-1
40	CC(=O)NN=C1CCC(c2ccccc2)CC1 (stereo not given)	-18	2	0.6	6	0	105	90	-30	5	0
41	COc1ccc(CN(Cc2cc3cc(OC)c(OC)cc3[nH]c2=O)C(=O)NC2CCCCC2)cc1	3	1	-1.9	-2	0	74	68	-30	-7	-9
42	Cc1cccc(NC(=S)N2N=CCC2c2ccccc2)c1 (stereo not given)	9	1	-0.1	0	13	113	90	-54	0	-8
43	O=C(NC(=S)Nc1ccc(N2CCCCC2)cc1)c1ccco1	-1	0	-2.4	/	6	87	95	-11	-3	-23
44	CCC(c1nnnn1C(C)(C)C)N1CCN(C2CCCC2)CC1 (stereo not given)	-6	4	-0.2	-1	5	99	89	-55	4	0
45	Cc1nc(Nc2ccc3c(c2)OCCO3)c2oc3ccccc3c2n1	0	7	0.8	0	13	63	55	-6	-11	-12
46	CCOC(=O)COC(=O)c1ccc(O)cc1	-16	1	0.3	-3	5	108	97	-51	12	-12
47	COc1ccc(CCNC(=O)/C(=C/c2cccnc2)NC(=O)c2ccccc2)cc1	/	3	-3.9	-7	16	84	88	-28	-16	-1
48	C/C(=N\NC(=O)CC1N=C(Cc2ccccc2)NNC1=O)c1ccc(C)cc1 (stereo not given)	100*	4	-4.2	/	5	30	26	-29	12	-17
49	CC1CN(S(=O)(=O)c2ccc(Cl)c(S(=O)(=O)N3CC(C)OC(C)C3)c2)CC(C)O1 (stereo not given)	/	-1	-1.2	-1	10	93	95	-13	-7	9
50	Cn1ccnc1SCc1cn2ccccc2n1	-32	-2	-0.6	-1	4	108	97	8	9	-3

New compounds follow:
no.	Structure	E-sel TNF inh	NPY Y2 blocker	MRP1 act	Phagocyt inh	Measles CPE	HCT116 PTEN-null	bCat KO growth	Yeast growth inh	GALR2 antag	Yeast lifespan up
51	COc1cc(C(=O)N2CCCC(c3nc(-c4cccs4)no3)C2)cc(OC)c1OC (stereo not given)	-31	2	-3.7	-1	19	92	109	-40	-8	-9
52	COc1ccc(OCCSc2nc(N)cc(N)n2)cc1	18	0	-0.7	0	4	92	86	-23	2	-18
53	Cc1ccc(CN2CC34C=CC(O3)C(C(=O)NCc3ccco3)C4C2=O)cc1 (stereo not given)	-8	1	-3.4	0	30*	94	94	-28	-8	-6
54	Cc1cc2ccccc2nc1Br	/	1	-1.3	/	14	96	96	8	12	-2
55	CCOC(=O)C(Cc1ccccc1)NC(=O)CCc1c(C)nc2nc(C)nn2c1C (stereo not given)	1	0	-2.5	-1	28	118	105	10	5	-21
56	CCn1c(SCC(=O)NC(C)c2ccccc2)nc2ccccc21 (stereo not given)	-27	5	-0.5	-1	12	96	102	-22	-9	-7
57	O=C1N2CCSC2=NC1(NS(=O)(=O)c1ccccc1)C(F)(F)F (stereo not given)	1	3	-0.8	-1	2	90	106	-1	0	6
58	CCOc1ccc(Nc2nc(NCCN3CCOCC3)nc(OC)n2)cc1	8	1	-3.7	-1	19	91	93	-28	-1	-19
59	COc1cc(O)oc1C=Nc1ccc(Cl)cc1	9	1	-1.7	/	5	97	94	-30	2	-32
60	COc1cc(/C=N/n2nnnc2N)ccc1OCc1c(C)no[n+]1[O-]	/	14	-1.4	1	9	89	84	-33	9	4
61	CCN(CC)S(=O)(=O)c1cc(F)ccc1OC	-5	-2	-3.0	/	30	86	97	-30	-3	/
